STK33 kinase inh = human STK33 kinase inhibition | Q9BYT3 | purified STK33, MBP phosphorylation, ADP-Glo luminescence | inhibition, % at 10 µM | 320,000 tested, 0.073% active | AID 2661;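 active means inhibition at or above 25%, using the most active replicate where run in duplicate; inactive means inhibition below 25%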
Target sequence (Q9BYT3 whole entry, looked up): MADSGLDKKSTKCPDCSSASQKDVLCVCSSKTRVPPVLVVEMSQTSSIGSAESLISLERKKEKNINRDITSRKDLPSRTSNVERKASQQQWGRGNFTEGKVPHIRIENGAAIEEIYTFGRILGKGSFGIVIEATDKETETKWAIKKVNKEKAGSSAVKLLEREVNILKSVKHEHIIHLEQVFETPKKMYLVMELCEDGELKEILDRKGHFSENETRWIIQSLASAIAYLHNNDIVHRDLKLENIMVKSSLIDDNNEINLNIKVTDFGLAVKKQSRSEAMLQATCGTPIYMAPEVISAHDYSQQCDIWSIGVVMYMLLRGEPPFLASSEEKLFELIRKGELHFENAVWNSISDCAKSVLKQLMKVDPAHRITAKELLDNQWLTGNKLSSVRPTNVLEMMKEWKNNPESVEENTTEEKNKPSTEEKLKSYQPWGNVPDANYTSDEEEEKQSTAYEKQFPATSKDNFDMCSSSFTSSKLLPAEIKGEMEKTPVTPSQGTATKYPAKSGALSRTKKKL
OX1R antag = blocks the human orexin 1 receptor. inhibition, % at 6.6 µM. 330,000 tested, 1.8% active. OX1R-expressing cells, FRET antagonist read-out. AID 485270. O43613; in the data active means inhibition mostly above about 38%, no sharp cut-off; inactive means mostly below about 40%;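 further: 0% = agonist challenge alone and 100% = reference antagonist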
Target sequence (O43613 whole entry, looked up): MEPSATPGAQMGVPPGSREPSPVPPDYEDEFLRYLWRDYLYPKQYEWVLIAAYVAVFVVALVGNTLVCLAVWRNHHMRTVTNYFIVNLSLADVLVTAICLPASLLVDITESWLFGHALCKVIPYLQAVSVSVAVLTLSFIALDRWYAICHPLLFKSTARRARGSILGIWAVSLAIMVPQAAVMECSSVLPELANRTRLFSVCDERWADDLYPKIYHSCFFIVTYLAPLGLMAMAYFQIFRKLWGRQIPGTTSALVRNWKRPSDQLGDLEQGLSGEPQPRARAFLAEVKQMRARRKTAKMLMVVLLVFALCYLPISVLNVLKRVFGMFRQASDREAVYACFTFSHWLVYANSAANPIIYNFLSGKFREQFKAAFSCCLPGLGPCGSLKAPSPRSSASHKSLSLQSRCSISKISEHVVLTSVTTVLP
Starred values were filed as active, the others as inactive; nt = no result given.

canonical_smiles	OX1R antag	STK33 kinase inh
CCN(CC)CCN(C(=O)c1ccc2c(c1)OCCO2)c1nc2cc3c(cc2s1)OCO3	29	0.9
COc1ccccc1OCc1ccc(C(=O)N2CCN(C(=O)c3ccco3)CC2)cc1	1	-0.1
COc1ccc(S(=O)(=O)N2CCN(c3cnccn3)CC2)cc1	16	0.4
CC1=Nc2ccc(C)cc2/C1=C/c1c(N)n2nc(CC(=O)N3CCOCC3)sc2nc1=O	22	-0.3
CC1CCC(NC(=O)c2ccc(NC3=NC4CS(=O)(=O)CC4S3)cc2)CC1 (stereo unspecified)	4	-0.7
COc1ccc(-c2c3c(=O)n(C)c(=O)n(C)c3cn2C2CCCCC2)cc1	10	0.3
O=C(Nc1ccccc1-c1ccccc1)c1ccc(NC(=O)c2ccco2)cc1	18	-1.2
CSCCC1C(C#N)=C(N)Oc2n[nH]c(-c3cccs3)c21 (stereo unspecified)	40	7.1
CCOC(=O)CC(=O)NC(C)(C)CCCCC(C)(C)NC(=O)CC(=O)OCC	2	0.1
COc1ccc(CCNC(=O)/C=C/c2ccc(C)cc2)cc1OC	19	-0.3
O=c1[nH]c2c(c3c1CCCC3)CCCC2	22	-0.1
CC(Sc1nnc2c(n1)C1CCC2(C)C1(C)C)C(=O)Nc1ccccc1 (stereo unspecified)	11	-0.8
COC(=O)c1ccc(S(=O)(=O)N2CCN(C)CC2)n1C	7	-0.6
O=C(NCCCCNC(=O)c1c(F)c(F)c(F)c(F)c1F)c1c(F)c(F)c(F)c(F)c1F	6	-1.9
CCOc1ccccc1N(C(=O)CNC(=O)c1ccco1)C(C(=O)NC1CCCC1)c1ccncc1 (stereo unspecified)	3	-1.4
CCS(=O)(=O)N(CC(=O)Nc1cccc2ccccc12)c1ccc(OC)cc1	3	0.0
Cc1cc2c(cc1S(=O)(=O)N1CCc3ccccc31)NC(=O)CO2	13	-0.6
O=C1OCC2=C1C(c1ccc3c(c1)OCO3)Sc1ccccc1N2 (stereo unspecified)	35	-0.7
Cc1ccc2c(c1)/C(=C/c1ccc(F)cc1)C(=O)N2	4	2.3
COC(=O)CSc1nc(-c2ccccc2)nc2ccccc12	74*	nt
Cc1oc(-c2ccccc2Cl)nc1CS(=O)CC(=O)NCCCN1CC(C)CC(C)C1 (stereo unspecified)	12	-0.6
COc1ccccc1NS(=O)(=O)c1ccc2oc(SCc3ccc(C#N)cc3)nc2c1	41	-0.4
O/N=C/c1cc(Br)ccc1OCc1cccc(F)c1	34	0.6
Cc1cc(N2CCN(c3ccccc3)CC2)nc(-n2nc(C)cc2C)n1	5	-1.1
O=C(Nc1ccccc1C(=O)NC1CC1)c1ccccc1	-7	-0.3
CC(C)n1nnnc1SCC(=O)NC1CCCC1	12	1.2
O=C(c1cccs1)N1CCCc2ccccc21	25	-2.0
CCNc1nc(NC(C)C)nc(OCCOC(=O)c2ccccc2)n1	12	-0.5
Cc1cc(C)c(S(=O)(=O)NCC2CCC(C(=O)NCCCN3CCC(C)CC3)CC2)c(C)c1 (stereo unspecified)	6	0.4
O=C(c1ccc(Br)o1)N1CCN(CCc2ccncc2)CC1	-8	-2.0
Fc1ccccc1NC(=S)N/N=C/c1ccccc1Br	14	-2.0
COc1cccc(CN2CCN(C(=O)c3ccc(-c4ccccc4)cc3)CC2)c1	8	-1.5
O=CN/N=C/c1c(O)ccc2ccccc12	20	2.2
O=C(CCn1cccn1)N1CCCC(N2CCN(c3cccc(C(F)(F)F)c3)CC2)C1 (stereo unspecified)	7	-1.5
COc1ccc(-n2c(Cc3cccn3C)nnc2SCC(=O)Nc2cccc(OC)c2)cc1	26	-0.3
O=C(Nc1cccc(Cl)c1)Nc1ccc2c(c1)C(=O)OC2	11	-2.2
CCCCN1CCNC1=S	6	-1.6
Cc1cc(OCC(=O)NCc2ccccn2)c2c(C)cc(=O)oc2c1	17	-1.4
CCNC(=O)CN(C1CCCCC1)S(C)(=O)=O	17	-0.4
Cc1cccc(N2CC(C(=O)Nc3nc4ccc(S(C)(=O)=O)cc4s3)CC2=O)c1C (stereo unspecified)	3	7.1

Fetched by structure from above (2):
canonical_smiles	OX1R antag	STK33 kinase inh
O=CN/N=C/c1c(O)ccc2ccccc12	20	2.2
O=C(CCn1cccn1)N1CCCC(N2CCN(c3cccc(C(F)(F)F)c3)CC2)C1 (stereo unspecified)	7	-1.5

New compounds follow.
canonical_smiles	OX1R antag	STK33 kinase inh
O=[N+]([O-])c1cc(C(F)(F)F)cc([N+](=O)[O-])c1NN=C1CCCCC1	9	-0.4
CN1CCN(c2ccc(Cl)cc2NC(=O)c2ccc(=O)n(C)n2)CC1	17	0.8
COc1ccc(N=C/C=C2/C=C(c3ccccc3)OC(C)(C)O2)cc1	11	1.0
COC1Cc2ccccc2N(C(N)=O)c2ccccc21 (stereo unspecified)	11	-1.4
CC(=O)N/N=C/c1ccc(OCCOc2ccc(Br)cc2)cc1	12	-1.1
Cc1cc(Cl)ccc1OC(C)C(=O)NCCCn1ccnc1 (stereo unspecified)	6	-1.6
CCOc1cc(CNCCCN2CCOCC2)cc(Br)c1OCC(=O)Nc1cccc(C(F)(F)F)c1	7	4.2
COCCn1c(NC(=S)NC(=O)C23CC4CC(CC(C4)C2)C3)cc(=O)[nH]c1=O	10	-0.9
COc1ccc(CC(=O)Nc2cc(C)ccc2O)cc1OC	6	0.7
CCN(CC)S(=O)(=O)c1cc([N+](=O)[O-])ccc1NNC(=O)Nc1ccccc1OC	22	0.8
COc1cc(CN2CCCC(C(=O)c3ccccc3SC)C2)cc(OC)c1 (stereo unspecified)	10	-1.4
Cc1ccc(CNc2ncnc3cc(Cl)ccc23)o1	15	-0.4
CCOc1ccc(CNC23CN4CN(CN(C4)C2)C3)cc1	7	-2.6
COC(=O)N=Nc1c(O)n(Cc2ccccc2)c2ccccc12	21	1.0
CCC1CCCCN1S(=O)(=O)c1ccc2c(c1)CCN2C(C)=O (stereo unspecified)	12	-0.7
O=C(c1cccc(C(F)(F)F)c1)N1CCCC1	-2	-0.7
On1nnc2cc(C(F)(F)F)ccc21	8	-1.4
Cc1ccccc1CS(=O)(=O)c1nnc([C@H](Cc2ccccc2)NC(=O)OC(C)(C)C)o1	1	-0.6
Cc1ccc(S(=O)(=O)CCC(=O)Nc2ccc(S(=O)(=O)N(C)C)cc2)cc1	22	-0.9
CC1=CC(C)(C)NC(=S)N1NC(=O)c1ccccc1Cl	9	0.9
O=C(Cn1nc(C(=O)O)c2ccccc2c1=O)Nc1cccc(S(=O)(=O)N2CCOCC2)c1	12	-1.5
COc1ccc(Nc2ccc(S(=O)(=O)N3CCCCCC3)cc2[N+](=O)[O-])cc1	8	0.4
CCCCn1c(N)c(N(CC(C)C)C(=O)c2cccc(OCc3ccccc3)c2)c(=O)[nH]c1=O	6	-0.8
COc1ccc(CN(C(=O)CN2C(=O)C(C)Oc3ccccc32)C2CCCC2)c(OC)c1 (stereo unspecified)	84*	-1.7
COc1ccc2c(c1OC)C(=O)N(c1cccc(NC(C)=O)c1)C2	3	0.0
COc1cc(/C=C2/C(=O)NN(c3cccc(F)c3)C2=O)ccc1OC(=O)c1ccco1	-3	-0.1
O=S(=O)(c1ccc(Cl)cc1)c1cc(O)ccc1O	10	1.1
O=C(CN1C(=O)NC2(CCCC2)C1=O)Nc1ccc(Cl)c(C(F)(F)F)c1	9	0.4
CCOC(=O)N1CCN(c2cc(C)nc3nc(C)nn23)CC1	13	3.5
COC(=O)c1ccccc1NC(=O)C1CCN(C(=O)N2CCOc3ccccc32)CC1	2	-0.8
COCCN(C(=O)CSc1nnc(-c2ccc(Cl)cc2)o1)c1c(N)n(CC(C)C)c(=O)[nH]c1=O	12	0.2
CN(C)CC(NC(=O)c1cccc(S(=O)(=O)Nc2ccc3c(c2)OCO3)c1)c1ccccc1 (stereo unspecified)	4	0.3
CC(=O)Nc1ccc(S(=O)(=O)N2CCN(CC(O)COc3ccc4ccccc4c3)CC2)cc1 (stereo unspecified)	6	-0.4
CCc1cccc(CC)c1C(OC(C)=O)c1cccnc1 (stereo unspecified)	1	-0.9
CCOc1ccc(CNC(=S)N/N=C/c2ccncc2)cc1	12	-1.1
COc1ccc(S(=O)(=O)N(CC(=O)NCc2ccco2)c2ccc(F)cc2)cc1	6	-1.1
O=C(c1cccc(S(=O)(=O)NCc2ccccc2)c1)N1CCCC1	9	-1.0
CNS(=O)(=O)c1cccc(C(=O)NCC2CCCCC2)c1	-2	-0.7
COc1ccc(-c2cc(C(=O)Nc3cccnc3Cl)no2)cc1OC	21	0.5
CC(=O)c1nn(-c2cccc(C)c2)cc1C(=O)c1cccc(Br)c1	-4	-0.7
COc1ccc(C2N3CC4(C)CN2CC(C)(C3)C4=O)cc1OC (stereo unspecified)	-3	0.1
S=C(NCCN1CCOCC1)Nc1ccc(Br)cc1	10	-1.1
COc1ccccc1CC(=O)Nc1ccc(O)cc1C(=O)O	14	0.1
Cc1ccc2c(c1)C(c1ccccc1)N(C(=O)c1ccc(F)cc1)CC(=O)N2 (stereo unspecified)	10	-1.9
COc1ccc(C(=O)c2c3ccc([N+](=O)[O-])cc3[n+]([O-])n2CCCC(N)=O)cc1	55	0.5
NC(=NC(=O)c1ccc(OC(F)(F)F)cc1)c1ccc(C(F)(F)F)cn1	8	0.0
CCOc1ccc(Oc2c(/C=N/NC(N)=O)c(C)nn2-c2ccccc2)cc1	9	-0.8
COCCCNc1nc2c(-c3ccc(Cl)cc3)nnn2c2ccccc12	5	-0.3
O=C(NCCN1CCOCC1)C(=O)NCC1OCCN1C(=O)c1ccc(Cl)cc1 (stereo unspecified)	7	-0.9
Cc1ccc(-n2c(C)cc(C3N=C(N)Nc4nc5ccccc5n43)c2C)c(C)c1 (stereo unspecified)	3	-0.9
CCOC(=O)N1CCN(C(=O)C2c3cc(OC)c(OC)cc3C(=O)N3CCc4ccccc4C23)CC1 (stereo unspecified)	8	-3.4
COC(=O)c1ccc(Cn2nnc3c(=O)[nH]c(C4CCN(S(=O)(=O)c5ccc(F)cc5)CC4)nc32)cc1	-6	-1.5
O=C(O)/C(=C\c1cn(-c2ccccc2)nc1-c1ccc(Cl)cc1)NC(=O)c1ccccc1	13	-0.9
Cc1ccc(CN(C#N)c2nc(C)cc(C)n2)cc1	13	-0.9
CC(C)(C)C1=Nn2c(nnc2-c2ccccn2)SC1	10	-2.1
O=C(Nc1ccc(Cl)cc1Cl)c1ccc(-c2ccccc2)cc1	18	-1.9

Carrying on.
canonical_smiles	OX1R antag	STK33 kinase inh
COc1ccc(S(=O)(=O)N2CCN(Cc3ccccc3)CC2)cc1OC	nt	-0.7
COc1ccc(Cl)cc1C(=O)NNC(=S)NC(=O)c1ccc(F)c(F)c1	-4	-0.8
O=C(NCCc1ccncc1)Nc1ccc(F)cc1	6	-1.1
N#Cc1ccc(C(=O)Nc2cccc3ncccc23)c(F)c1	-2	0.9
CCOc1cc(N2CCOCC2)c(OCC)cc1NC(=O)c1ccc2ncsc2c1	5	0.4
CCc1ccc(/C=N/NC(=O)C(=O)NCCCN2CCOCC2)cc1	14	-1.9
Cc1ccc(-c2csc3ncn(CC(=O)OC(C)C)c(=O)c23)cc1	22	-2.4
O=C(c1cnn(C(=O)c2cccc(S(=O)(=O)N3CCOCC3)c2)c1)c1cc(Cl)cc(Cl)c1O	2	-0.6

13 neighbouring records out of the list so far:
canonical_smiles	OX1R antag	STK33 kinase inh
CCOC(=O)N1CCN(C(=O)C2c3cc(OC)c(OC)cc3C(=O)N3CCc4ccccc4C23)CC1 (stereo unspecified)	8	-3.4
COC(=O)c1ccc(Cn2nnc3c(=O)[nH]c(C4CCN(S(=O)(=O)c5ccc(F)cc5)CC4)nc32)cc1	-6	-1.5
O=C(O)/C(=C\c1cn(-c2ccccc2)nc1-c1ccc(Cl)cc1)NC(=O)c1ccccc1	13	-0.9
Cc1ccc(CN(C#N)c2nc(C)cc(C)n2)cc1	13	-0.9
CC(C)(C)C1=Nn2c(nnc2-c2ccccn2)SC1	10	-2.1
O=C(Nc1ccc(Cl)cc1Cl)c1ccc(-c2ccccc2)cc1	18	-1.9
COc1ccc(S(=O)(=O)N2CCN(Cc3ccccc3)CC2)cc1OC	nt	-0.7
COc1ccc(Cl)cc1C(=O)NNC(=S)NC(=O)c1ccc(F)c(F)c1	-4	-0.8
O=C(NCCc1ccncc1)Nc1ccc(F)cc1	6	-1.1
N#Cc1ccc(C(=O)Nc2cccc3ncccc23)c(F)c1	-2	0.9
CCOc1cc(N2CCOCC2)c(OCC)cc1NC(=O)c1ccc2ncsc2c1	5	0.4
CCc1ccc(/C=N/NC(=O)C(=O)NCCCN2CCOCC2)cc1	14	-1.9
Cc1ccc(-c2csc3ncn(CC(=O)OC(C)C)c(=O)c23)cc1	22	-2.4

The results go on:
canonical_smiles	OX1R antag	STK33 kinase inh
Cc1ccc(NC(=O)CS(=O)CC(=O)Nc2cccc(C)c2C)cc1F (stereo unspecified)	8	-1.1
CSc1ccccc1NC(=O)CN(c1ccccc1Br)S(C)(=O)=O	6	-0.2
CCC(=O)N1CCN(c2ccc(NC(=O)c3ccc4c(c3)OCCO4)cc2)CC1	4	-0.4
COC(=O)C1C(=O)C(C(=O)c2ccccc2)C(=O)CC1(C)C (stereo unspecified)	13	-1.6
CCNCC(=O)N1c2ccccc2CCc2ccc(NC(=O)OCC)cc21	9	0.6
O=C(N/N=C/c1ccc(N2CCOCC2)cc1)C1CC1	18	1.4
O=C(O)CCN1C(=O)c2ccc(Oc3ccc4c(c3)C(=O)N(CCC(=O)O)C4=O)cc2C1=O	17	-1.5
CCOC(=O)c1cc(-c2cc3ccccc3o2)nc2c1c(=O)[nH]c(=O)n2CCOC	20	-2.1
COc1ccc(NC(=O)c2cc(S(=O)(=O)N(C)C)ccc2N2CCCC2)cc1Cl	7	-2.1
CCC(C)Nc1nc(OC)nc(N(C)C#N)n1 (stereo unspecified)	38	2.0

Screening data from PubChem BioAssay.
